# V-ATPase pH: regulators of yeast V-ATPase proton pumping, primary screen, pHLuorin cytosolic pH fluorescence | S. cerevisiae | 350,000 compounds, 0.37% hits | response, % at 10 µM | AID 504577, 2011; in the data active = response mostly above about 7.3%, no sharp cut-off; inactive = mostly below about 5.4%; also: actives read high; inactives centre near 0; some compounds called inactive have numbers as strong as hits; reference of the scale not given here
# DSG3 Ab inh: inhibitors of pemphigus antibody binding to DSG3, primary screen, biochemical, bead-based, flow cytometry, scFv-GFP; Desmoglein-3 (Homo sapiens), P32926; DSG3-coupled beads, scFv-anti-DSG3-GFP binding; stronger effect = lower value; binding (percent of control), % at 10 µM; 310,000 compounds, 0.48% hits; AID 588358, 2011;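 active = binding more than 3 SD below its plate's average and above zero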; also: some compounds called inactive have numbers as strong as hits
# CAL PDZ FP-1: untagged CAL PDZ binding inhibitors, primary screen, biochemical, fluorescence polarization, HTS; inhibition, % at 24.9 µM; Golgi-associated PDZ and coiled-coil motif-containing protein (Homo sapiens), Q9HD26; AID 602252, 2012; 300,000 compounds, 0.92% hits; purified CAL PDZ, TMR-peptide fluorescence polarization, 1 h;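 active = mean inhibition of at least 30% with at least half of replicates also reaching 30%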;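 also: 0% = DMSO neutral control and 100% = excess unlabeled competitor peptide PRC23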
# LANA DNA inh: inhibitors of KSHV C-LANA binding to DNA, primary screen, biochemical, fluorescence polarization, FAM-LBS DNA, MBP-C-LANA, single point; inhibition, % at 9 µM; Kaposi's sarcoma herpesvirus LANA C-terminal domain (residues 932-1162) DNA binding; 340,000 compounds, 0.078% hits;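 active = highest replicate inhibition at or above 60% at 9 µM, even if other replicates fall short; inactive = all replicates below 60% inhibition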;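 also: 0% = neutral control wells and 100% = 4 µM acridine orange control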
# Arr AP2 block: inhibitors of beta-arrestin/AP2 binding, primary screen, biochemical, GPCR trafficking, flow cytometry. 340,000 compounds, 0.31% hits. inhibition, % at 10 µM. FITC-arrestin peptide / GST-AP2 beads; AP2 beta2 appendage carries R879A mutation. beta-arrestin 1 C-terminal peptide binding to AP2 beta2-adaptin appendage (human);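 active = inhibition above a set limit, near 3 SD of compounds lacking own fluorescence, cut at about 54% in these data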;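 also: plate controls were DMSO wells for no effect and 5 µM unlabelled arrestin peptide for full effect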
#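 System: GST-tagged AP2 beta2-adaptin appendage (R879A) on 4 µm glutathione beads / Reagent: FITC-arrestin peptide, 50 nM / Detection: HyperCyt-sampled flow cytometry, FL1 channel, ex 488/em 535 nm / Timing: 12 min plus 1 h, RT / Buffer or medium: PBS plus Tween 20 (0.05%) and BSA (0.1%)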
# RTF Ca sens inh: cardiac RTF calcium sensitivity inhibitors, primary screen, biochemical, IANBD-TnC fluorescence, EC70 calcium; inhibition, % at 7.15 µM; 340,000 compounds, 0.12% hits; IANBD-labeled cardiac RTF, Ca2+ fluorescence; Troponin I, cardiac muscle (Homo sapiens) + Troponin T, cardiac muscle (Homo sapiens) + …; AID 493244, 2011;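 active = inhibition above the mean inhibition of all tested compounds plus 3 SD, cut at about 17% in these data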;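 also: assay run at fixed EC70 calcium of 1.6 mM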
# DAGLB inhibitor: DAGLB lipase inhibitors, primary screen, biochemical, fluorescence, HTS | Diacylglycerol lipase-beta (Homo sapiens), Q8NCG7 | HEK293T DAGLB membrane lysate, EnzChek fluorogenic substrate | inhibition, % at 5.17 µM | 340,000 compounds, 0.059% hits | AID 504411, 2011; in the data active = inhibition above about 34%;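 also: 0% = enzyme with vehicle and 100% = wells lacking enzyme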
# Keap1-Nrf2 PPI: Keap1-Nrf2 protein-protein interaction inhibitors, primary screen, biochemical, fluorescence polarization, single point; Kelch-like ECH-associated protein 1 (Homo sapiens), Q14145; Keap1 Kelch-Nrf2 peptide fluorescence polarization, 1536-well; inhibition, % at 9.4 µM; 340,000 compounds, 0.15% hits; in the data active = inhibition above about 12%;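 also: human Keap1 Kelch domain with fluorescein labeled Nrf2 9mer peptide probe; 0% = neutral control wells and 100% = peptide positive control; higher means more block of Keap1 binding to Nrf2 peptide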
# NSD2 HMT inh: NSD2 histone methyltransferase inhibitors, primary screen, biochemical, AlphaScreen, single concentration, set 2; NSD2 peptide methylation, 120 min; inhibition, % at 12.5 µM; 310,000 compounds, 0.54% hits; in the data active = inhibition above about 50%
# Target sequence (O96028 whole entry, looked up): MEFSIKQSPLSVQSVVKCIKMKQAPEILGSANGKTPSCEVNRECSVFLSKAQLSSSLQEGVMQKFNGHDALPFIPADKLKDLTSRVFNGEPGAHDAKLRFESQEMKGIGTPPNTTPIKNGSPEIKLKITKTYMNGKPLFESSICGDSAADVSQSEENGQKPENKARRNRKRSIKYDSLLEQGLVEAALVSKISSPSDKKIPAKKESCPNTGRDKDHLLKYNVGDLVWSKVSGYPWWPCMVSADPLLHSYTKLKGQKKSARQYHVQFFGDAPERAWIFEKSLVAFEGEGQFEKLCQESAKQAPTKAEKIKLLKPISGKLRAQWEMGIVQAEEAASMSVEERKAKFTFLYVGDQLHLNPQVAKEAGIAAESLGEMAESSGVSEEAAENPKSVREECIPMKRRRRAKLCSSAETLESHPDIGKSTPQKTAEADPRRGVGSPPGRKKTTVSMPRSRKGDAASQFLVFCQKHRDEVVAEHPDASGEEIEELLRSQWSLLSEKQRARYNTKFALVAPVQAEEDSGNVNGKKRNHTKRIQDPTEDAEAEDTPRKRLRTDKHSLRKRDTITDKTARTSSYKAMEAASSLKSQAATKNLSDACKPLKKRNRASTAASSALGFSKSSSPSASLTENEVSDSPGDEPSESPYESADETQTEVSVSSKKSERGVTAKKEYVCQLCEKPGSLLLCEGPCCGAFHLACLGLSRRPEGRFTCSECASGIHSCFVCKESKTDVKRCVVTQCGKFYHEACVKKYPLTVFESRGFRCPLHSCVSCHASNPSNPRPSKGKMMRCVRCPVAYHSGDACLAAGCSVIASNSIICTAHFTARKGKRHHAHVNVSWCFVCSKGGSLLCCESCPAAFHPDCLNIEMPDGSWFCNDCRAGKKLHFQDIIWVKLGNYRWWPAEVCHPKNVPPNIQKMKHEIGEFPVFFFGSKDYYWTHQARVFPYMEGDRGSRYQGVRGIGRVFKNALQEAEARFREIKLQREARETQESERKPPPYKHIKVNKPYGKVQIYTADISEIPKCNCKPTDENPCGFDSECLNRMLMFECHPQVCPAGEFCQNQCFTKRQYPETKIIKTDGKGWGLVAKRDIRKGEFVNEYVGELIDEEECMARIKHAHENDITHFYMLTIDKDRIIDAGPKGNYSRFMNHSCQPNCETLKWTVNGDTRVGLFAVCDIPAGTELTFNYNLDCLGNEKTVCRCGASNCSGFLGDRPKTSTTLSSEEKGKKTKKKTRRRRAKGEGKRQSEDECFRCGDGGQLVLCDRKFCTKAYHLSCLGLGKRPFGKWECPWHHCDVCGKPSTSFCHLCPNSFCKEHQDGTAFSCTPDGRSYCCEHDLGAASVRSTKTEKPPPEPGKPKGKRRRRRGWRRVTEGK
# CAL PDZ FP-2: CAL PDZ peptide-binding inhibitors, primary screen, biochemical, fluorescence polarization, Cer-tagged CAL PDZ, HTS; AID 504414, 2011; inhibition, % at 20 µM; purified CAL PDZ, TMR-peptide fluorescence polarization, 1 h; 330,000 compounds, 0.02% hits;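 active = highest replicate inhibition of at least 40%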;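 also: plate controls were DMSO neutral control wells for no effect and unlabeled competitor peptide control wells for full effect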
#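 System: purified tagged CAL PDZ domain construct (CerCALP). Schedule: 1 h incubation at room temperature before polarization reading. Medium: 25 mM sodium phosphate pH 7.4, 150 mM NaCl, TCEP, IgG, Thesit. Read-out: percent inhibition from loss of millipolarization. Measured by: FP readout, S and P plane fluorescence. Probe or stimulus: fluorescent TMR peptide probe.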
# Active calls of the source: *; x = not tested or not shown; + = active, no number; & = joins results of further samples; ! = repeats disagree. An excerpt. The share of hits here may be higher or lower than overall.
# The line under a structure holds: V-ATPase pH	DSG3 Ab inh	CAL PDZ FP-1	LANA DNA inh	Arr AP2 block	RTF Ca sens inh	DAGLB inhibitor	Keap1-Nrf2 PPI	NSD2 HMT inh	CAL PDZ FP-2
Cc1ccsc1/C=N\NC(=O)c1cc(C(C)(C)C)[nH]n1
→ -1.7	96.0	-1.4	1.3	-16.8	-12.3	-2.1	-2.3	-5.4	-1.7
C=CCn1c(=N)c(C(=O)NCCCOC)cc2c(=O)n3cc(C)ccc3nc21
→ -113.3	100.2	0.7	3.1	5.1	-0.7	-0.5	-2.9	x	-0.8
Cc1ccc(NC(=S)NC(=O)c2ccc(F)cc2)cc1S(=O)(=O)Nc1cccc(Cl)c1
→ -2.5	100.9	5.5	0.6	36.3	3.4	-4.7	1.3	-93.6	-1.3
Cc1ccc(OCC(=O)O/N=C(\N)c2cccc([N+](=O)[O-])c2)cc1C
→ 0.9	110.4	x	-25.8	-0.5	-2.5	-5.2	-1.5	-4.0	-1.1
CCCNC(=O)COC(=O)c1ccc(S(=O)(=O)N2CCCCCC2)cc1
→ -1.0	101.8	-0.4	2.0	7.6	-4.0	-0.4	3.7	3.6	-0.7
Cc1cccc(/C(N)=N/OC(=O)Cc2ccccc2)c1
→ 6.2	103.1	-3.1	0.2	38.2	-1.5	-10.7	-4.7	-1.2	0.6
Cc1nn(CCOc2ccccc2)c(=O)n1-c1ccccc1F
→ -2.2	101.2	0.2	2.1	9.7	-4.5	1.8	-2.7	-2.0	0.5
O=C(CN(c1ccccc1Cl)S(=O)(=O)c1ccccc1)N/N=C/c1ccccc1C(=O)O
→ -1.4	108.9	x	-0.8	6.7	0.1	5.8	3.2	1.5	-0.6
CC1Cc2ccccc2N1C(=O)COC(=O)CSc1ccc(F)cc1 (configuration not stated)
→ 1.7	104.1	-3.3	-0.2	-1.2	-19.2	-3.3	0.4	-2.6	-2.7
COC(=O)[C@@]1(Cc2ccccc2)[C@H]2C(=O)N(Cc3ccccc3)C(=O)[C@H]2[C@H]2CN(C)C(=NCc3ccccc3)N21
→ 1.5	105.9	1.2	1.2	30.0	-4.5	-2.3	-1.6	x	1.1
COC(=O)CCC(C)C1CCC2C3CCC4CC(O)CCC4(C)C3=CC(=O)C12C (configuration not stated)
→ 2.3	96.0	x	1.5	36.9	-7.3	-0.1	4.7	3.0	-0.5
CN(C)c1cccc(C(=O)NNC(=S)NC2CCCC2)c1
→ -2.3	115.8	-0.2	1.6	-11.4	-11.3	-0.4	-4.5	1.8	-2.8
O=C(NCC(=O)N1CCCCCCC1)c1ccccc1Br
→ -1.8	85.7	-4.3	1.1	-4.0	-5.8	-1.0	-0.4	-0.8	-1.8
O=C(NC(=S)Nc1cc(Cl)ccc1N1CCOCC1)c1ccc(-c2cccc(Cl)c2)o1
→ -4.9	95.4	3.5	1.1	36.8	-0.2	0.4	2.3	0.4	-0.3
CC1CN(S(=O)(=O)c2ccc(-c3nc4ccccc4s3)cc2)CC(C)O1 (configuration not stated)
→ 0.6	97.4	3.9	2.7	-7.8	-2.4	2.1	-0.7	1.2	0.6
CCCCn1c(N)c(N(CCOC)C(=O)c2ccc(N3C(=O)CCC3=O)cc2)c(=O)[nH]c1=O
→ 2.4	112.3	-2.4	-0.6	1.9	-3.8	0.0	1.4	9.4	0.6
O=C(NCc1cc2ccccc2[nH]1)C1CCC(=O)N(CCCN2CCCC2=O)C1 (configuration not stated)
→ 4.9	108.1	-2.4	-0.5	7.1	-8.3	-1.3	-3.6	14.2	-1.1
CCN(c1ccccc1)S(=O)(=O)c1cc(C(=O)O)ccc1C
→ -0.7	94.6	0.9	29.3	-4.7	-8.6	2.5	-0.4	+	-2.0
CCc1nc(C)ccc1OC(=O)C12CC3CC(CC(C3)C1)C2
→ -0.8	x	-1.9	2.2	-16.3	3.8	-6.2	1.7	1.3	-0.4
COc1ccc2oc(=O)c(C(=O)N3CCN(C(=O)c4ccco4)CC3)cc2c1
→ 3.4	106.4	-1.0	-1.7	4.1	-16.4	-0.1	-2.2	-7.2	-2.5
COc1ccc(C(CNC(=O)c2cccc(S(=O)(=O)N3CCOCC3)c2)N2CCOCC2)cc1 (configuration not stated)
→ 5.4	109.8	-2.2	-0.6	12.6	-7.5	0.5	0.4	-0.6	0.6
CN(C)CCN=c1cc(-c2ccccc2)oc2ccc(Cl)cc12
→ 1.1	99.4	-3.8	-0.4	-22.3	1.0	-3.1	6.4	0.9	-5.0
O=C(CCNC(=O)N1CC(=O)Nc2ccccc21)NCc1ccc(F)cc1
→ 3.2	103.9	-3.7	-0.9	-1.5	-4.3	-1.4	-3.5	-1.0	-2.4
Cn1cnc([N+](=O)[O-])c1Sc1ccccc1
→ -1.7	103.4	-3.1	0.1	6.9	7.0	0.1	2.8	2.5	-2.3
O=C(Nc1ccccc1)c1cnc2ccccc2n1
→ -1.9	125.0	0.4	2.2	-25.1	1.4	-2.0	1.8	-3.4	-1.4
Cc1nc2scc(C)n2c(=O)c1S(=O)(=O)Nc1ccc(N2CCOCC2)cc1
→ -0.3	100.7	1.3	-0.9	1.3	7.9	5.3	1.9	35.6	-1.0
COc1ccc(NC(=O)CN(C)C(=O)c2cccc(S(=O)(=O)N3CCN(C)CC3)c2)cc1
→ 1.9	95.3	3.9	0.6	-4.8	-8.1	0.7	5.7	-1.2	-2.1
O=C(Nc1ccc(N2CCOCC2)cc1)c1ccc([N+](=O)[O-])o1
→ 2.9	109.4	-0.5	-1.6	-2.2	4.0	3.1	-8.2	1.2	-0.9
COc1cc(/C=N/NC(=O)c2cccc([N+](=O)[O-])c2)cc(OC)c1O
→ -2.0	98.2	-3.6	-1.1	23.6	-6.8	-1.7	-2.3	0.8	-1.7
CN1C(=O)C(=O)N(c2cccc(C(F)(F)F)c2)C1=O
→ -1.7	116.0	-2.9	0.3	-6.3	-0.1	1.3	2.9	-4.2	-0.3

# The closing 2 compounds of the part above lead into the next.
# The line under a structure holds: V-ATPase pH	DSG3 Ab inh	CAL PDZ FP-1	LANA DNA inh	Arr AP2 block	RTF Ca sens inh	DAGLB inhibitor	Keap1-Nrf2 PPI	NSD2 HMT inh	CAL PDZ FP-2
COc1cc(/C=N/NC(=O)c2cccc([N+](=O)[O-])c2)cc(OC)c1O
→ -2.0	98.2	-3.6	-1.1	23.6	-6.8	-1.7	-2.3	0.8	-1.7
CN1C(=O)C(=O)N(c2cccc(C(F)(F)F)c2)C1=O
→ -1.7	116.0	-2.9	0.3	-6.3	-0.1	1.3	2.9	-4.2	-0.3
Cc1nn(C)cc1S(=O)(=O)N1CCCC(C(=O)O)C1 (configuration not stated)
→ -1.2	100.3	-3.1	-2.6	-3.1	-13.3	-3.4	-0.7	-1.8	1.1
Cc1cc(/C=C2\C(=N)N3N=C(C(C)C)SC3=NC2=O)c(C)n1Cc1ccccc1
→ 2.2	103.8	x	0.2	8.5	-1.6	-4.3	-1.5	-1.7	0.0
O=C(CN(c1ccc(Cl)c(Cl)c1)S(=O)(=O)c1ccccc1)N1CCc2ccccc2C1
→ -1.1	99.9	-2.2	1.1	-9.5	-8.5	-1.5	-3.7	-3.8	-1.0
C=CC[C@@H](CC(=O)N[C@@H](CO)Cc1ccccc1)C(=O)N[C@H](COC(=O)[C@@H](CC=C)CC(=O)OC(C)(C)C)Cc1c[nH]c2ccccc12
→ 2.7	96.5	-0.4	-0.1	10.5	-2.9	0.8	-0.2	x	0.7
O=[N+]([O-])/C(C(Cl)=C(Cl)Cl)=C1\Nc2ccccc2O1
→ -3.0	107.3	1.6	-1.8	23.1	-12.2	4.5	-5.2	-1.4	-0.8
CCc1nnc(SCC(=O)Nc2ccc(N3CCOCC3)cc2)n1C
→ -3.9	108.6	-6.9	-1.1	-15.7	0.7	-2.4	1.2	0.0	18.8
CCCCn1c(N)c(N(CC(C)C)C(=O)CN(C)Cc2cccc(OC)c2)c(=O)[nH]c1=O
→ -4.3	95.0	-2.0	0.8	-11.5	-7.5	-2.0	-3.6	-0.9	-1.4
CCOc1ccccc1NC(=O)c1ccc(Cl)c(NC(=O)CC(c2ccccc2)c2ccccc2)c1
→ -1.3	100.5	-0.7	0.8	2.8	-17.5	-25.2	-0.7	-1.8	-2.6
COC(=O)COc1cccc(-n2cnnn2)c1
→ 0.8	99.8	2.7	0.5	5.7	5.0	0.9	-3.1	x	-0.3
O=C(NN=C1CCCCCC1)c1cc(-c2ccccc2)nc2ccccc12
→ 1.8	87.5	-10.1	-1.9	5.1	4.3	-2.8	-1.1	-2.9	0.1
COC(=O)c1ccccc1NC1=C/C(=N\S(=O)(=O)c2cccs2)c2ccccc2C1=O
→ -2.7&-1.3	84.8&95.2	x	0.5&1.1	3.8&-7.4	-0.8&-7.0	41.6*!	-1.1&3.0	10.2	1.1&2.5
Oc1ccc(C[C@H]2CNC(=S)N2CC2CCCN2C[C@H](Cc2ccc(O)cc2)N2C[C@H](Cc3ccccc3)N(CC3CCCCCC3)C2=S)cc1 (some centres not stated)
→ -0.4	101.9	-2.1	-5.1	-4.0	-0.3	8.2	-9.6	x	-1.1
Oc1ccc(-c2onc3ccc(Cl)cc23)cc1
→ x	102.4	1.4	-0.1	-12.0	-0.3	-2.5	-3.9	-2.2	-0.8
COc1ccc(CCNC(=O)CCS(=O)(=O)c2cccc3nsnc23)cc1OC
→ -0.4	x	-0.4	-2.6	7.7	-4.0	-0.3	-6.4	-1.3	-2.8
COc1ccc(NC(=O)CCC(=O)N2CCN(S(=O)(=O)c3ccc(C)cc3)CC2)c(OC)c1
→ 5.6	104.7	x	-0.2	-0.1	-2.2	5.1	-5.4	2.3	0.4
CC(=C/c1ccc(C(C)C)cc1)/C=N/NC(=O)c1ccncc1
→ -3.0	87.5	-1.9	-2.1	-10.5	4.9	-0.2	-0.4	-3.1	-1.5
O=C(O)c1ccc(/C=N/NC(=O)c2ccc(CN3c4cccc5cccc(c45)S3(=O)=O)cc2)cc1
→ 6.0	91.6	-1.1	2.1	10.0	-1.3	3.9	3.3	x	-13.6
